HDAC3 inhib = blocks human histone deacetylase 3. 0.15% of 320,000 active. O15379. inhibition, % at 8.3 µM. recombinant HDAC3, fluorogenic peptide/trypsin coupled, fluorescence; in the data active means inhibition above about 26%, passing the limit was not always enough; inconclusive means no clear call, values can overlap the other calls
Target sequence (O15379 whole entry, looked up): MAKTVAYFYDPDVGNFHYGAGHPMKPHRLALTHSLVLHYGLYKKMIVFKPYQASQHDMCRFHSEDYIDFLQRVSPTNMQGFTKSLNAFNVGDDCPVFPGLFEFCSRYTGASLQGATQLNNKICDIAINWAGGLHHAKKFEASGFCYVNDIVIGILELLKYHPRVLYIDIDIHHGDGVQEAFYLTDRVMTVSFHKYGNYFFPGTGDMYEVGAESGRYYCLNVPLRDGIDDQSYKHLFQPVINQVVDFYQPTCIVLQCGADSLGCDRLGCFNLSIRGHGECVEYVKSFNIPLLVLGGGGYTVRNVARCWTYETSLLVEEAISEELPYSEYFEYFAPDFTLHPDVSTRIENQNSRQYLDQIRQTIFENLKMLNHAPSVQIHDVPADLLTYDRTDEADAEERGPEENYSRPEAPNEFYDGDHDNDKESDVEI
MrgX1 ag = activates human MrgX1 receptor signaling | B-score at 10 µM | Q96LB2 | AID 588627 | 0.44% of 310,000 active | MrgX1-HEK293 cells, Fluo-4 calcium fluorescence, agonist mode; hits give high values;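 active means calcium response B-score plate-corrected fluorescence ratio at least 3 library SD, with starting fluorescence B-score inside 5 SD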
Target sequence (Q96LB2 whole entry, looked up): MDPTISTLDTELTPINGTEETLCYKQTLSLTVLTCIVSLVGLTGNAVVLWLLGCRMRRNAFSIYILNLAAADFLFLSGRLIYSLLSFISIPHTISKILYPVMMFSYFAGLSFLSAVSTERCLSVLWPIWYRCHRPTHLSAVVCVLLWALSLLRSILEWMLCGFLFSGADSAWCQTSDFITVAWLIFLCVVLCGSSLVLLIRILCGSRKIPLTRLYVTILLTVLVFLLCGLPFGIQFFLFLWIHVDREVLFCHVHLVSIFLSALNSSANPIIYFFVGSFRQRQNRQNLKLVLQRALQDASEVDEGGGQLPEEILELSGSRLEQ
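Material – MrgX1-expressing HEK293 cells · Input – 15,000 cells seeded per well · Dosing – compound as first of three additions · Times – overnight seeding, then 1 h dark dye loading · Measured by – kinetic Fluo-4 NW fluorescence of intracellular calcium · Read-out – B-scored fluorescence response ratio · Benchmarks – positive and negative control wells on each plate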
ANO1 activ = mouse TMEM16A channel activation, primary screen; Q8BHY3; AID 623877; B-score at 10 µM; 0.3% of 340,000 active; HEK293 TMEM16A/YFP-H148Q/I152L, iodide quench fluorescence; hits give low values;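 active means fluorescence-ratio B-score plate-corrected deviation score at least 3 library SD below zero, with starting fluorescence score within 5 deviations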;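 further: channel opened by trigger with iodide after compound preincubation; score built on the fluorescence ratio of max minus min over baseline; more negative score means more quench and so TMEM16A activation or potentiation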
MrgX1 allo act = allosterically activates human MrgX1 receptor signaling | Q96LB2 | MrgX1-HEK293, Fluo-4 calcium flux, FDSS; hits give high values | AID 588675 | 0.63% of 310,000 active | B-score at 10 µM;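 active means plate-corrected calcium response at least 3 library SD above typical, normal starting fluorescence, not activating the receptor alone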;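 further: compound read alongside a low EC10 to EC30 dose of BAM8-22 agonist; peak minus trough fluorescence over baseline measured at the second addition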
SKKanGAS inh = blocks kanamycin growth of S. pyogenes SKKanGAS strain; BacTiter-Glo, 6 h; inhibition, % at 7.5 µM; 1.3% of 300,000 active;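 active means mean replicate score, as percent of positive control median, at least 50; inconclusive means mean below 50 but one replicate at or above 50; inactive means mean and every replicate below 50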;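 further: strain carries kanamycin resistance gene driven by streptokinase promoter and grows in 40 µg/ml kanamycin; loss of luminescence reflects streptokinase promoter inhibition or plain growth inhibition; 0% = median of DMSO wells and 100% = positive control at its reference dose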
TRPC6 inhibitor = inhibitors of mouse TRPC6 channel; HEK293-TRPC6, membrane potential dye, ACh-evoked depolarization; hits give low values; B-score at 10 µM; 1.1% of 310,000 active; AID 2553;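 active means B-score under library mean minus 3 SD, initial fluorescence not abnormally high, positive integrated signal ratio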;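 further: B-score derived from integrated fluorescence ratio over the kinetic read; more negative B-score means stronger inhibition of depolarization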
RGS4 act = RGS4 potentiation or activation | HEK293 M3R/inducible RGS4, carbachol calcium flux Fluo4; hits give low values | B-score at 10 µM | 0.92% of 310,000 active | AID 463111;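 active means B-score of the integrated calcium signal more than 4 SD below the library mean, with starting fluorescence not abnormally high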;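 further: negative B-score means reduced calcium response which marks RGS4 activation or potentiation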
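Assay system: Inducible-RGS4 HEK293 cells carrying M3 receptor | Schedule: Compound preincubation 20 min at room temperature before agonist | Signal: Kinetic calcium fluorescence imaging with Fluo4-AM dye, 2 µM | Read-out basis: B score from integrated fluorescence ratio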
MrgX1 antag = antagonists of human MrgX1 receptor; 1.3% of 310,000 active; B-score at 10 µM; Q96LB2; MRGX1-HEK293 calcium flux, Fluo-4, BAM8-22 antagonism; hits give low values; AID 588676;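 active means calcium-response B-score plate-corrected more than 3 library SD below zero, starting fluorescence within 5 deviations, no agonist response on first addition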;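 further: peak minus trough fluorescence over baseline after final BAM8-22 challenge near maximal dose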
RGS4 block = human RGS4 inhibition | P49798 | HEK293 M3R/RGS4 inducible, Fluo-4 calcium flux; hits give high values; triggered by carbachol at its EC20 | B-score at 10 µM | 0.45% of 310,000 active | AID 463165;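 active means B-score, a plate-corrected calcium signal, over three deviations above library mean, with baseline fluorescence within five deviations of library mean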;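 further: RGS4 expression induced by doxycycline in cells with stable M3 receptor; B-score is computed from the integrated fluorescence ratio over baseline after carbachol; higher B-score means a larger calcium signal and so more RGS4 inhibition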
Target sequence (P49798 whole entry, looked up): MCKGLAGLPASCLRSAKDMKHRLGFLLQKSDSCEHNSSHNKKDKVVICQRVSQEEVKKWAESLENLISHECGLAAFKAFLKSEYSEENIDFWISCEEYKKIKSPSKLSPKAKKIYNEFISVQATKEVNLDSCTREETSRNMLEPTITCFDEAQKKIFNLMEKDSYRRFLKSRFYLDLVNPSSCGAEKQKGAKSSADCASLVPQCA
ANO1 block = mouse TMEM16A channel inhibition, primary screen. Q8BHY3. HEK293 TMEM16A/YFP iodide influx fluorescence, ionomycin. normalized B-score (activity score, 25-100; higher = stronger inhibition) at 10 µM. 1.2% of 310,000 active. AID 588511;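 active means ratio plate-corrected score three or more library SD toward inhibition, starting fluorescence score within five deviations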;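 further: score derived from kinetic fluorescence span divided by baseline fluorescence per well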
TRPC6 act = activators of mouse TRPC6 channel; Q61143; HEK293-TRPC6 membrane potential dye fluorescence; hits give high values; B-score at 10 µM; 0.13% of 310,000 active;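 active means B-score of the integrated fluorescence ratio above library mean plus 3 SD, and starting fluorescence ratio within library mean plus 5 SD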;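 further: higher score means more depolarization so channel activation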
Starred values were filed as active, the others as inactive; i = inactive; ? = inconclusive; / = no result given.

SMILES	HDAC3 inhib	MrgX1 ag	ANO1 activ	MrgX1 allo act	SKKanGAS inh	TRPC6 inhibitor	RGS4 act	MrgX1 antag	RGS4 block	ANO1 block	TRPC6 act
CCOC(=O)C1=C(O)/C(=C\c2sccc2C)N=C1C	6	i	i	i	3	i	i	-5.2*	i	i	i
CNC(=O)N(O)C1N(NC(=O)Nc2ccccc2)C(=S)SC1(C)C (stereo unspecified)	1	i	i	i	-11	i	i	i	i	i	i
COc1ccccc1NC(=O)c1ccc(NC(=O)COC(=O)C2(C)CC2(Cl)Cl)cc1 (stereo unspecified)	16	i	i	i	15	i	i	i	i	i	i
COc1cccc(-c2nn(C)c3sc(C(=O)NCc4ccc(C)o4)cc23)c1	-4	i	i	i	26	i	i	i	i	i	i
CC(C)[C@H](NC(=O)c1ccco1)C(=O)OCC(=O)Nc1cccc(F)c1	9	i	-41*	i	-4	i	i	i	i	i	i
C/C(=N/NC(=O)c1ccccc1O)c1ccc(N2C(=O)C3CCCCC3C2=O)cc1 (stereo unspecified)	-6	i	i	i	12	i	i	-8*	i	i	i
CCOc1cc(/C=N\NC(=O)c2c(C)nc3ccccn23)ccc1O	5	i	i	i	-7	i	i	i	i	i	i
CCOC(=O)c1ccc(NC(=O)CNC(=O)C23CC4CC(CC(C4)C2)C3)cc1	-1	i	i	i	3	i	i	i	i	i	i
CCCNc1cc(C)oc(=O)c1C(=O)CCC	2	i	i	i	7	i	i	i	i	i	i
CCNS(=O)(=O)c1ccc(C(=O)OCc2cc(=O)oc3cc(OC)ccc23)cc1	-8	i	i	i	-2	i	i	i	i	i	i
CN(C)c1ccc(P(=O)(OC2CCCCC2)C(O)c2ccncc2)cc1 (stereo unspecified)	1	i	i	i	0	i	i	i	i	i	i
Cc1ccccc1N1CCN(C2CCCN(C(=O)CCC(F)(F)F)C2)CC1 (stereo unspecified)	2	i	i	i	0	i	i	i	i	i	i
COc1ccc(NC(=O)COC(=O)[C@@H]2CCCN2C(=O)c2cccs2)c(OC)c1	3	i	i	i	-3	i	i	i	i	i	i
Cc1ccc(-c2n[nH]c(=O)c3ccccc23)cc1S(=O)(=O)NCCN1CCOCC1	-1	i	i	i	1	i	i	i	i	i	i
COc1ccc2nc(/N=C(\N)NC(=O)Nc3ccccc3)nc(C)c2c1	-3	i	i	i	-3	i	i	i	i	i	i
CCc1nn(C(CC)C(=O)NCCCN2CC(C)CC(C)C2)c(=O)c2cc3oc(C)cc3n12 (stereo unspecified)	-5	i	i	i	-5	i	i	i	i	i	i
COc1ccc(C2=NOC(C(=O)Nc3cccnc3)C2)cc1 (stereo unspecified)	5	i	i	i	-5	i	i	i	i	i	i
Cc1ccccc1-c1cc(C(=O)NCc2cccc(C(F)(F)F)c2)nn1CC1CC(c2cccc([N+](=O)[O-])c2)=NO1 (stereo unspecified)	3	i	i	i	/	/	/	i	/	i	/
CCCCC(=O)Nc1ccc(C(=O)Nc2cc(C(F)(F)F)ccc2Cl)cc1	1	i	i	i	-13	i	i	i	i	i	i
O=C(C1CCCN(Cc2ccccc2F)C1)N1CCCC1 (stereo unspecified)	3	i	i	i	0	i	i	i	i	i	i
COc1ccc(CCNC(=O)C(CCC(N)=O)NS(=O)(=O)c2ccc(Cl)cc2)cc1OC (stereo unspecified)	-2	i	i	i	12	i	i	i	i	i	i
COc1cc(NC(=O)c2cncc(-c3ccc(C#N)cc3)c2)cc(C(=O)Nc2cccc(C(F)(F)F)c2)c1	-2	i	i	i	-2	i	i	i	i	i	i
Cc1cc(N2C(=O)C(=O)/C(=C(/O)c3ccccc3)C2c2cccs2)no1 (stereo unspecified)	2	i	i	i	6	i	i	i	i	i	i
O=C(Nc1ccc(Cl)cc1Cl)c1ccc2c(=O)n3c(nc2c1)CCC3	3	85*	i	i	-4	-5.1*	i	i	i	i	i
COc1ccccc1NC(=O)NC(=O)N(C(C)C)S(C)(=O)=O	0	i	i	i	-4	i	i	i	i	i	i
CCOC(=O)CCNC(=O)Nc1ccc2nc(C)n(Cc3ccccc3Cl)c(=O)c2c1	1	i	i	i	-8	i	i	i	i	i	i
Nc1nc2ccccc2n1C(=O)c1cccs1	-1	i	i	i	3	i	i	i	i	i	i
CCN(CC)Cc1c(C(=O)OC)nnn1-c1nonc1N	-2	i	i	i	4	i	i	i	i	i	i
CC(C)Cn1c(=O)c2ccccc2c2ccccc2c1=O	/	i	i	i	7	i	i	i	i	i	i
c1ccc(C2=Nc3ccccc3NC(c3ccccc3)C2)cc1 (stereo unspecified)	9	i	i	i	2	i	i	i	i	i	i
O=C(CNC(=O)c1ccccc1F)c1ccccc1	2	i	i	i	-7	i	i	i	i	i	i
CCSc1ncc(Cl)c(C(=O)Nc2sc3c(c2C(=O)NCc2cccnc2)CCCC3)n1	-1	i	i	i	5	i	i	i	i	i	i
CC1CC(=O)C=C(O)C1C(=O)OC(C)(C)C (stereo unspecified)	-2	i	i	i	2	i	i	i	i	i	i
Cc1cc(C)n(CCC(=O)N/N=C/c2cccc([N+](=O)[O-])c2)n1	-1	i	i	i	-2	i	i	i	i	i	i
Cc1conc1NC(c1cccs1)c1ccc2cccnc2c1O (stereo unspecified)	10	i	/	i	100*	i	i	i	i	i	i
Cn1c(-c2ccc(Br)o2)nc2cc(Br)ccc21	7	i	i	i	/	i	i	i	i	i	i
O=C(CNC(=O)c1ccccc1Br)N/N=C/c1cccs1	0	i	i	i	-2	i	i	i	i	i	i
CN1C(=O)c2ccccc2C(C(=O)O)C1c1cccc(Cl)c1 (stereo unspecified)	-4	i	i	i	-10	i	i	i	i	i	i
O=C1CC(c2ccc(F)cc2)CC(O)=C1C=NCCN1CCNCC1 (stereo unspecified)	-8	i	i	i	-5	i	i	i	i	i	i
O=C(c1ccccc1)c1ccc(OCC(O)CN2CCN(S(=O)(=O)N3CCCCC3)CC2)cc1 (stereo unspecified)	/	i	i	i	2	i	i	i	i	i	i
O=C(COC(=O)c1cc(-c2cccs2)nn1-c1ccccc1)Nc1ccc(F)c([N+](=O)[O-])c1	-2	i	i	i	6	i	i	i	i	i	i
CC(C)N(Cc1nc(COc2ccccc2)no1)Cc1nccn1C	-2	i	i	i	-3	i	i	i	i	i	i
Cc1cccc(-n2c(C)cc(C)c(C#N)c2=O)c1	-3	i	i	i	2	i	i	i	i	i	i
CCOC(=O)c1ccc(N2C(=O)C(C)=C(C)C2=O)cc1	0	i	i	i	8	i	i	i	i	i	i
CCNC(=O)CSc1nc2ccccc2c(=O)n1-c1cc(OC)ccc1OC	-11	i	i	i	6	i	i	i	i	i	i
CCOc1ccccc1NC(=S)NCCCn1ccnc1	-5	i	i	i	-11	i	i	i	i	i	i
CNS(=O)(=O)c1cccc(C(=O)OCC(=O)c2ccc(S(=O)(=O)N3CCCCC3)cc2)c1	/	i	i	i	-7	i	i	i	i	i	i
C/C(Cn1nnc2ccccc21)=N\OC(=O)c1cc(F)c(F)cc1Cl	2	i	i	i	2	i	i	i	i	i	i
COc1ccccc1NC(=S)N(Cc1ccc(C(=O)O)cc1)Cc1ccc(OC)c(OC)c1	-2	i	i	i	3	i	i	i	i	i	i
Cc1cccc(-c2nnc(NC(=O)c3ccco3)s2)c1	6	i	i	i	3	i	i	i	i	i	i
COc1ccccc1OCCn1c(CO)nc2ccccc21	2	i	i	i	-6	i	i	i	i	i	i
COc1ccccc1C(=O)Nc1ccnn1C1CCN(Cc2csc(C(C)=O)c2)CC1	-7	i	i	i	1	i	i	i	i	i	i
COc1cc(NC(=S)NC(=O)CC(C)C)ccc1NC(=O)c1cc2ccccc2o1	16	i	i	i	7	i	i	i	i	i	i
COCc1cc(C)nc(N/N=C/c2ccc(Cl)c(Cl)c2)c1C#N	2	i	i	i	0	i	i	i	i	i	i
CN(C)c1ccc(/C=N/n2c(C3CCCCC3)n[nH]c2=S)cc1	-1	i	i	i	10	i	i	i	i	i	i
CC(C)CN(C(=O)COc1cccc(-n2cnnn2)c1)C1CCS(=O)(=O)C1 (stereo unspecified)	-3	i	i	i	11	i	i	i	i	i	i
CCCC(=O)Nc1ccc(N2CCN(C(=O)c3ccccc3C)CC2)cc1	-2	i	i	i	-1	i	i	i	i	i	i
CC1CCN(CCCNC(=O)CN2C(=O)CSc3ccc(S(=O)(=O)N4CCCCC4)cc32)CC1	10	i	i	i	-4	i	i	i	i	i	i
CC(C)OC(=O)CSc1nnc(CNc2ccc(Cl)cc2)n1Cc1ccccc1	8	i	i	i	3	i	i	i	i	i	i
Cc1ccc(-c2nc3c(cnn3-c3ccccc3)c(=O)o2)cc1	?	i	i	i	-7	i	i	i	i	i	i
The listing continues.
SMILES	HDAC3 inhib	MrgX1 ag	ANO1 activ	MrgX1 allo act	SKKanGAS inh	TRPC6 inhibitor	RGS4 act	MrgX1 antag	RGS4 block	ANO1 block	TRPC6 act
Cc1noc(C(=O)Nc2c(C)nn(Cc3ccccc3)c2C)c1Cl	-14	i	i	i	-3	i	i	i	i	i	i
N#C/C(=C\c1ccc2c(c1)OCCO2)C(=O)NC1CCCCC1	0	i	i	i	-5	i	i	i	i	i	i
O=C(Nc1ccccc1N1CCCC1)c1cccnc1Cl	-8	i	i	i	-7	i	i	i	i	i	i
Cn1c(=O)c2c(nc(NCCc3ccccc3)n2Cc2ccccc2)n(C)c1=O	3	i	i	i	5	i	i	i	i	i	i
CCOC(=O)c1c(-c2ccc(OC)cc2)oc2ccc(OCC(N)=O)cc12	-57	i	i	i	-2	i	i	i	i	i	i
O=C(Nc1ccncc1)c1cncc(Br)c1	-5	i	i	i	2	i	i	-5.4*	i	i	i
Cc1ccc(S(=O)(=O)NC(=NC2CCCCC2)c2ccc(F)cc2)cc1	-1	i	i	i	-1	i	i	i	i	i	i
Cc1nc2cc(NCc3ccc(Cl)cc3)ccc2n1C	-2	i	i	i	-2	-7.1*	i	i	i	i	i
CCCCNC(=O)NS(=O)(=O)c1ccc(C(=O)OC(C)C)o1	3	i	i	i	-3	i	i	i	i	i	i

Screens from PubChem.
